Screening results as filed in PubChem.
FXIIa inh: human FXIIa protease inhibitors, primary screen, biochemical, single well; Coagulation factor XII (Homo sapiens), P00748; purified human FXIIa, AMC substrate fluorescence, 2 h; inhibition, % at 10 µM; 33,000 compounds, 0.2% hits; in the data active = inhibition above about 30%;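 also: 0% = enzyme with vehicle only and 100% = no enzyme blank; many of its hits are not listed in these tables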
FXIa inh: human FXIa protease inhibitors, primary screen, biochemical, single compound per well | 33,000 compounds, 0.3% hits | AID 687, 2007 | purified human FXIa, fluorogenic AMC substrate cleavage | Coagulation factor XI (Homo sapiens), P03951 | inhibition, % at 10 µM;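 active = inhibition above 40% in the primary screen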;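 also: 0% = enzyme without compound and 100% = blank wells lacking enzyme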
Target sequence (P03951 19-387 limits assumed): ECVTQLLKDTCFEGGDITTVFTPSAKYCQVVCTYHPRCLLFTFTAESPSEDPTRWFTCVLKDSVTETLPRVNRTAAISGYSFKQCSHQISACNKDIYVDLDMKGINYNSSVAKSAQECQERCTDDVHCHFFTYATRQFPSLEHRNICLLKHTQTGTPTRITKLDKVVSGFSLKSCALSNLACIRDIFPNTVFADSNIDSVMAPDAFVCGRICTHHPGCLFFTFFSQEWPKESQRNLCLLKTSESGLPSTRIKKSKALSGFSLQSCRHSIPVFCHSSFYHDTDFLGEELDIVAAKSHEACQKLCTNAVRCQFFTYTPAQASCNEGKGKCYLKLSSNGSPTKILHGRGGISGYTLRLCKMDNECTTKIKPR
Target sequence (P03951 388-625 limits assumed): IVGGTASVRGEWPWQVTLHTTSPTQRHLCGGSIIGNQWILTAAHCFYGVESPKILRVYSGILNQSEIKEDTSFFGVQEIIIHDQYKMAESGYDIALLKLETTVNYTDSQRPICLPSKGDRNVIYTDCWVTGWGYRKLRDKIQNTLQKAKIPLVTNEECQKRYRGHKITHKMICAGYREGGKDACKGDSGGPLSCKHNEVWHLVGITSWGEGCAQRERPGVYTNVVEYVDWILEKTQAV
An asterisk follows results filed as active. An excerpt. The share of hits here may be higher or lower than overall.

SMILES	FXIIa inh	FXIa inh
C=CCNC(=O)C1CC(=O)N(c2ccc(OCC(=O)Nc3ccc(Cl)c(C(F)(F)F)c3)cc2)C1 (stereo unspecified)	6	2
Cc1ccc(Cc2cnc(NC(=O)c3cccs3)s2)cc1	9	-8
CC1(C)CC(=O)CC(C)(C)N1OC(=O)c1ccccn1	-3	-5
O=C1OC(NC(=O)c2ccccc2)C(n2cc(CO)nn2)=C1Cl (stereo unspecified)	5	-1
O=C(N1CCCCCC1)N1CCN(C(=O)N2CCOCC2)CC1	5	2
Cc1cnc(NC(=O)c2cc3c(C)nn(-c4ccccc4)c3s2)s1	5	-4
Cc1cc(C)nc(NC(=O)c2ccc(OC(C)C)cc2)n1	6	9
O=C(CSc1nnnn1-c1ccc(F)cc1)NC1CCCCC1	7	-2
COC(=O)c1ccc(COc2ncnc3c(Cl)cc(Cl)cc23)o1	4	-1
COCCNS(=O)(=O)c1ccc(F)c(OC)c1	2	-1
CCOC(=O)c1c(C)c(C(=O)NCCN2CCOCC2)c(C)n1C	7	-1
Cc1ccc2ncc(NC(=O)c3ccc(F)cc3)c(=O)n2c1	6	-3
CN(Cc1ccccc1)C(=O)C1CCCN(Cc2ccc(Cl)cc2)C1 (stereo unspecified)	4	2
C=CCn1c(CSc2nc3ccccc3s2)n[nH]c1=S	4	2
c1ccc(-c2cn3cccnc3n2)cc1	-163	-1
COc1ccc(OC(C)C(=O)N2CCN(c3ccccn3)CC2)cc1 (stereo unspecified)	-17	-10
COc1cc(/C=N/N(C)c2ccccc2)cc(Cl)c1O	0	-1
O=C(Nc1ccccc1)N1CC=C(c2ccccc2)CC1	-1	0
CC(=O)N1C(=O)c2cccc3cccc(c23)C(=O)N1C(C)=O	19	-1
COC(=O)c1cc(CSc2nc3ccc(C)cc3[nH]2)oc1C	5	2
CCOC(=O)C1CCN(C(=O)Nc2cccc(Cl)c2)CC1	-16	5
COc1ccc2cc(Br)ccc2c1CC(=O)NC1CC(C)(C)NC(C)(C)C1	23	3
Cc1[nH]c2ccccc2c1SCC(=O)O	1	2
CCc1ccc(C(=O)CSc2n[nH]c(-c3ccncc3)n2)cc1	8	-1
O=C(Oc1ccccc1-c1nnco1)c1ccc(Cl)cc1	-11	-14
CCN1CCN(C(=S)Nc2ccc(Cl)cc2)CC1	5	-7
COc1ccc(C(=O)N2CCC(C(=O)c3ccc(F)cc3)CC2)cc1	2	-1
COc1ccc2c(c1OC)C(=O)OC2C1c2c(cc3c(c2OC)OCO3)CCN1C (stereo unspecified)	-10	-9
O=C(NCCCn1ccnc1)c1cnn2c1NC(c1ccccc1)CC2C(F)(F)F (stereo unspecified)	4	6
Cc1ccc(S(=O)(=O)N2CCCC2C(=O)Nn2cnnc2)cc1 (stereo unspecified)	5	5
Cc1onc(-c2c(Cl)cccc2Cl)c1C(=O)NCCc1ccc(S(N)(=O)=O)cc1	4	-9
COc1ccc2c(=O)c(-c3cnn(-c4ccccc4)c3)c(C)oc2c1	10	5
O=C(NNC1=C(C(=O)C(F)(F)F)CCC1)c1cccc(Cl)c1	-3	-1
CCCCNC(=O)c1ccc2c(c1)ncn2C1CCCC1	4	1
N#Cc1c(NC(=O)CN2C(=O)c3ccccc3C2=O)oc(-c2ccccc2)c1-c1ccccc1	0	-2
Cc1ccc(S(=O)(=O)Nc2ccc3c(c2)nc2n3CCN(Cc3ccccc3)C2)cc1	10	1
Cc1[nH]c2ccccc2c1Cc1nnc(SCc2ccccc2)o1	0	1
O=C(NCc1ccc2c(c1)OCO2)C1CCC(CNS(=O)(=O)c2cccc3nsnc23)CC1 (stereo unspecified)	8	9
COc1ccc(S(=O)(=O)Nc2ccccc2C(F)(F)F)cc1	6	0
N#CCCN(C(=O)Nc1ccc(Cl)cc1)c1ccccc1	1	-2

Four compounds drawn at random from the list so far, as already listed:
SMILES	FXIIa inh	FXIa inh
Cc1ccc(S(=O)(=O)N2CCCC2C(=O)Nn2cnnc2)cc1 (stereo unspecified)	5	5
O=C(NCCCn1ccnc1)c1cnn2c1NC(c1ccccc1)CC2C(F)(F)F (stereo unspecified)	4	6
COc1ccc2c(=O)c(-c3cnn(-c4ccccc4)c3)c(C)oc2c1	10	5
COc1ccc(S(=O)(=O)Nc2ccccc2C(F)(F)F)cc1	6	0

Arranged by number of heavy atoms (lowest first): three of the compounds above
SMILES	FXIIa inh	FXIa inh
CCOC(=O)C1CCN(C(=O)Nc2cccc(Cl)c2)CC1	-16	5
O=C(NCCCn1ccnc1)c1cnn2c1NC(c1ccccc1)CC2C(F)(F)F (stereo unspecified)	4	6
Cc1ccc(S(=O)(=O)Nc2ccc3c(c2)nc2n3CCN(Cc3ccccc3)C2)cc1	10	1

Further structures follow:
SMILES	FXIIa inh	FXIa inh
CCCCNc1cc(C)nc(NCc2ccccc2)n1	-16	-3
Cc1cccc(-n2cnc3c(c2=O)c2nc4ccccc4nc2n3Cc2ccco2)c1	0	7
CCOC(=O)c1nc(Nc2ccc(C)cc2)c2ccccc2n1	10	7
COc1ccccc1C1SCCN1S(C)(=O)=O (stereo unspecified)	2	1
O=C(CN1CCc2ccccc2C1)Nc1ccc(Br)cc1	12	4
COc1cc(C2c3c(oc4ccccc4c3=O)C(=O)N2Cc2ccco2)ccc1O (stereo unspecified)	3	-1
O=C(CN1C(=O)C2C3C=CC(C3)C2C1=O)Nc1nc2ccccc2[nH]1 (stereo unspecified)	5	1
CCOC(=O)c1sc(N)c(C#N)c1CSc1nc2ccc(C)cc2[nH]1	28	-3
CCOc1ccc(N(CC(=O)NC(C)(C)C)C(=O)c2ccco2)cc1	8	0
CCOC(=O)C1=C(N)N(c2ccccc2)C(=O)C1	7	-19
CCN1C=C(C(=O)OC)C(c2cccc(C)c2)C(C(=O)OC)=C1	-25	-9
COc1ccc(NC(=O)c2cccnc2N2CCCCC2)cc1	7	0
COC(=O)Cn1c(SCc2ccccc2)nc2ccccc21	8	4
NS(=O)(=O)c1cc2c(cc1C(F)(F)F)NCNS2(=O)=O	6	3
CCCCN(Cc1ccccc1)S(=O)(=O)c1cc(Br)cc2c1N(C(C)=O)C(C)C2 (stereo unspecified)	14	-5
CCNc1nc(NCC)nc(Oc2ccc(OCC)nn2)n1	6	0
CCOCCCN1CN(S(=O)(=O)c2ccc(Cl)cc2)c2nc3ccccc3nc21	8	8
CCOc1ccc(NC(=O)CN(C)S(=O)(=O)c2cccs2)cc1	5	-5
COc1ccc(C)cc1S(=O)(=O)NCCC1=CCCCC1	-2	18
COc1ccc(C2C(C(=O)c3sc(C)nc3C)=C(O)C(=O)N2CCCn2ccnc2)cc1 (stereo unspecified)	4	-5

Arranged by the number under FXIIa inh (falling): 5 from the list above.
SMILES	FXIIa inh	FXIa inh
CCOc1ccc(N(CC(=O)NC(C)(C)C)C(=O)c2ccco2)cc1	8	0
COc1ccc(NC(=O)c2cccnc2N2CCCCC2)cc1	7	0
COc1cc(C2c3c(oc4ccccc4c3=O)C(=O)N2Cc2ccco2)ccc1O (stereo unspecified)	3	-1
COc1ccccc1C1SCCN1S(C)(=O)=O (stereo unspecified)	2	1
CCCCNc1cc(C)nc(NCc2ccccc2)n1	-16	-3

(continued)
SMILES	FXIIa inh	FXIa inh
COc1ccc(N2C(=O)CC(N3CCN(c4ccc(C(=O)c5cccnc5)cc4)CC3)C2=O)cc1 (stereo unspecified)	-9	-10
CCN(CC(=O)Nc1ccc2c(c1)OC(F)(F)O2)Cc1nc2ccccc2c(=O)[nH]1	6	9
CCCN(CCC)C(=O)Cc1coc2ccc3ccccc3c12	-7	-2
O=C(Nc1cc(C(F)(F)F)ccc1N1CCOCC1)c1ccc(F)cc1	-8	2
CCN(CC)Cc1cc(C(C)=O)ccc1O	12	7
S=C(c1ccc(N2CCOCC2)cc1)N1CCOCC1	8	3
Cc1ccccc1C(=O)N(C)Cc1ccccc1	4	0
COc1ccccc1C1(CC(=O)N2CCCCC2)CCOC(C(C)C)C1 (stereo unspecified)	3	-3
COc1ccc2[nH]c(=O)c(CN(CCN3CCCC3)C(=O)Nc3ccccc3Cl)cc2c1	9	4
COc1cc2nc(C3CCC3)n(NC(=O)C3CCC3)c(=O)c2cc1OC	4	0
CC(C)[C@H](NC(=O)CCn1nnc2ccccc2c1=O)C(=O)O	5	0
COc1ccc(C)cc1NC(=O)NC1CCN(Cc2ccccc2)CC1	4	-6
CC(=O)Oc1cccc2c1C(=O)c1c(OC(C)=O)cc(C(=O)O)cc1C2=O	9	6
O=C(C1COc2ccccc2O1)N1CCc2ccccc2C1 (stereo unspecified)	8	-4
CC1=C(C(=O)OCC(C)C)C(c2ccsc2)NC(=O)N1 (stereo unspecified)	-12	-53
Cc1cccc(C)c1N1CCc2cn[nH]c21	-11	31
COc1ccc(C2SCC(=O)N2C)cc1 (stereo unspecified)	3	9
O=C(O)c1ccc(NC(=O)C2(c3ccccc3)CCOCC2)cc1	6	0
CCn1c(Cc2cccc3ccccc23)nnc1SCC(=O)Nc1nccs1	-1	-6
CCN(CC)C(=O)CSC1=Nc2ccccc2C2=NC(c3ccccc3)C(=O)N12 (stereo unspecified)	5	-2
Cc1ccc2c(Cl)c(C(=O)NCCCn3ccnc3)sc2c1	5	-1
Cc1ccc(-c2c3c(nc4sc(C(N)=O)c(N)c24)CCC3)cc1	7	8
Cc1nn(CC(O)COc2ccc3c(c2)CCC3)c(C)c1Br (stereo unspecified)	6	-2
CCOc1ccc2nc(SCC(=O)c3ccc(Cl)s3)sc2c1	4	-6
COc1ccc2nc(C(F)(F)C(F)(F)F)c(C#N)c(N)c2c1	9	5
O=c1c(-c2ccnn2-c2ccccc2F)cnc2n1CCS2	1	-6
Cc1cccc(NC(=O)c2sc3nc4c(c(-c5ccco5)c3c2N)CCC4)c1	4	10
CCOC(=O)C1CCN(C(=O)C2CC(=O)N(c3ccc(C)cc3)C2)CC1 (stereo unspecified)	3	-3
CC(C)(C)c1cc(Cc2ccccc2)[nH]n1	6	-7
CCOC(=O)C1CCN(C(=O)c2cc(OCC)c(OCC)c(OCC)c2)CC1	4	-4
Cn1nc(C(F)(F)F)c(C#N)c1N1CCN(c2ccc(F)cc2)CC1	3	6
O=C(CNC(=O)c1ccc(Cl)cc1Cl)NCCCn1ccnc1	-4	-2
COc1ccc2c(c1OC)C(=O)OC2Nc1ncccc1C (stereo unspecified)	3	39
CC(NC(=O)CCC1COc2ccccc2O1)c1ccccc1 (stereo unspecified)	14	-2
CC(=O)NC(C)C(=O)OCC(=O)Nc1ccc(Br)cc1 (stereo unspecified)	7	9
CC(=O)NCCC(=O)NCc1ccc(F)cc1	0	-10
CC(=O)N1C(c2ccccc2)CC(=O)OC1c1ccc2c(c1)OCO2 (stereo unspecified)	-19	7
Cc1ccc(-c2noc(C3CCCCC3)n2)cc1	0	-10
COc1ccc(-c2[nH]c(-c3ccc(C)cc3)nc2SCC(=O)NCc2ccco2)cc1OC	-15	-11
CCO/C(C)=C1\C(=O)N(CC)c2ccccc21	-15	3
CC(=O)C1C(c2ccco2)c2c(noc2C)CC1(C)O (stereo unspecified)	-2	3
CC(C)c1ccc(NC2(C#N)C(=O)Nc3ccccc32)cc1 (stereo unspecified)	10	1
CC(C)(C)n1nc2c(c1NC(=O)COc1ccc3ccccc3c1)CS(=O)C2 (stereo unspecified)	4	-1
COCCNC(=O)CCCCCn1c(=S)[nH]c2ccccc2c1=O	5	3
Cc1ccsc1C1C2=C(CCCC2=O)Nc2ncnn21 (stereo unspecified)	10	-2
COc1ccc(/C(O)=C2/C(=O)C(=O)N(Cc3cccnc3)C2c2ccco2)cc1OC (stereo unspecified)	7	-10
O=C(CS(=O)(=O)Cc1ccccc1)Nc1nc2ccccc2s1	6	5
CCc1nnc(NC(=O)c2ccc(S(=O)(=O)N3CCCc4ccccc43)cc2)o1	13	-5
O=C(CCOc1ccccc1)NCc1ccccc1	5	-5
OCn1ncn(-c2ccccc2)c1=S	3	-4
CCN(CC)c1ncnc2c1ncn2Cc1c(Cl)cccc1Cl	3	-2
CC1(C)CC2CC(C)(CN2c2ncnc3ccccc23)C1 (stereo unspecified)	8	-4
CCOC(=O)C1C(=O)NC(N2CCN(c3ccccc3)CC2)=NC1c1ccccc1 (stereo unspecified)	3	-1
CN(c1ccc(C(=O)NCc2ccccc2)cc1)S(C)(=O)=O	3	3
O=S(=O)(c1ccc(Cl)s1)N1CCN(c2ncccn2)CC1	3	3
COc1ccc(CNC(=O)CN2C(=O)C3CCCN3c3ncc(Cl)cc32)cc1 (stereo unspecified)	6	8
O=Cc1ccc(OCc2ccccn2)cc1	4	1
CCN1C(=O)C2C(c3cccc(F)c3)NC(C)(C(=O)OC)C2C1=O (stereo unspecified)	5	-3
Cc1ccc(C)n1NC(=O)c1ccccc1	2	4
Cc1cc(C)c(C(=O)c2ccc(C(=O)N(C(C)C)C(C)C)cc2)c(C)c1	0	-11
Next section:
SMILES	FXIIa inh	FXIa inh
CCC(=O)N1CC2(C)CN(C(=O)CC)CC(C)(C1)C2	5	0
COc1ccc(OCCSc2nnc(CC(=O)Nc3cccc(Cl)c3Cl)n2C)cc1	14	-2
CCc1ccc(NC(=O)CSc2nnc(-c3ccccn3)n2C)cc1	12	-1
Cc1ccnc2nc(C(=O)NCc3cccs3)nn12	-20	23
N#Cc1c(N2CCOCC2)nc(N2CCCCC2)c2c1CCN(C1CCCCC1)C2	14	5
Cn1c2c(c(=O)n(C)c1=O)C(c1cccc([N+](=O)[O-])c1)Nc1ccccc1O2 (stereo unspecified)	6	0
CC(=O)OC(C(=O)Nc1ccccc1C)C(OC(C)=O)C(OC(C)=O)C(OC(C)=O)C(=O)Nc1ccccc1C (stereo unspecified)	2	-4
Cc1ccc(S(=O)(=O)N(CC(=O)NC2CCCCCC2)c2ccccc2F)cc1	5	6
O=S(=O)(Nc1ccc(N2CCOCC2)cc1)c1ccccc1	6	-1
